12-LOX inh = Primary qHTS assay for inhibitors of human arachidonate 12S-lipoxygenase (ALOX12): Round 2 | purified 12hLO, xylenol orange hydroperoxide absorbance | AID 1671190, 2021 | 580,000 tested, 1.1% active | Potency, µM (titrated, usually from 108 µM), for the others: top-dose activity change, negative = inhibition, hits mostly inhibitors | Polyunsaturated fatty acid lipoxygenase ALOX12 (Homo sapiens), P18054; active means well fitted inhibition curve with a large enough effect; inconclusive means small, poorly fitted or top-dose-only effect, or another doubt; inactive means no such curve, though single readings can be large or run the other way
Target sequence (P18054 whole entry, looked up): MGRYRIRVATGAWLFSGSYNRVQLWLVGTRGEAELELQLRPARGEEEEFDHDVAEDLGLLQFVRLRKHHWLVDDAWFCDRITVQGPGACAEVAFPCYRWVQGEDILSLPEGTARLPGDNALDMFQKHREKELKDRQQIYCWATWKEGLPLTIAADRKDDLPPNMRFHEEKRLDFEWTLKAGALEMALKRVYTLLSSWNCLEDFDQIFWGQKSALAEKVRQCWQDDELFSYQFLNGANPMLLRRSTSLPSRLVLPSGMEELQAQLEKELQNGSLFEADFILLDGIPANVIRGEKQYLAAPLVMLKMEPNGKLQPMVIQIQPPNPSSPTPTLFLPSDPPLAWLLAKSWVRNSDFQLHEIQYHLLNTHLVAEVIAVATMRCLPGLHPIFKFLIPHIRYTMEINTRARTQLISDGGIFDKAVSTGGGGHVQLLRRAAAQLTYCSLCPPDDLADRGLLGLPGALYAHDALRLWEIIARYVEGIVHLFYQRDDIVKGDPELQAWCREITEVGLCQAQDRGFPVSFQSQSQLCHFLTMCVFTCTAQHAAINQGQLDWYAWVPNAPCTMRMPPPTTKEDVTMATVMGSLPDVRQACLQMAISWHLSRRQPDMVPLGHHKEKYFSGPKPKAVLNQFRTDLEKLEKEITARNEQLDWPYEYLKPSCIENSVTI
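Purified human 12hLO (150 nM final) in 25 mM Hepes, 0.01% Triton X-100, pH 7.0 was preincubated 15 min at room temperature with compound. Then 40 uM arachidonic acid was added, 30 min. Hydroperoxide was read by Fe-XO absorbance ratio 573/405 nm.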
Active calls of the source: *; ? = inconclusive; [ ] = remark or other dose. On the % scale 0 is the no-effect control and ±100 the full control effect; potency means the concentration at half of the fitted maximal effect.

SMILES	12-LOX inh
CN(C)C(=O)C1CN(C(=O)c2ccccc2OC(F)(F)F)CC12CCOCC2 (stereo unspecified)	42%[activator]
O=C(C[C@@H]1C[C@H]2O[C@H](CNCc3ccccc3Cl)[C@@H](O)[C@H]2O1)N1CCC(F)(F)C1	9%[176 µM]
CC(C)c1noc(CCn2ccnc2-c2cnc[nH]2)n1	82%[activator]
CCN1C(=O)C2CC3(CCN(C(=O)Nc4ccc5c(c4)OCCO5)CC3)CN2C1=O (stereo unspecified)	2%
O=C(N[C@H]1CCN2C(=O)c3ccccc3NC(=O)[C@H]12)c1cccs1	22%[176 µM]
CC(=O)N1CC(N(Cc2ccccc2)C2CCOCC2)C1	15%
Cc1nn2c(c1-c1ccccc1Oc1ccccc1)N(C(=O)c1ccc(F)cc1)CCC2	?
Cn1nc(C2CCCN(C(=O)c3cccnc3)C2)n(-c2ccccc2)c1=O (stereo unspecified)	40%[activator]
Cc1noc(-c2cccn3c(CNC(=O)c4ccc5ccccc5n4)nnc23)n1	66%[activator]
C[C@@H]1OCN(C)[C@H]2C[C@H]3c4[nH]c5cccc(-c6ccccc6)c5c4CCN3C[C@@H]12	70%[activator]
Cc1ccn2cc(C(=O)N3CCC(n4nccc4NC(=O)CC(C)C)CC3)nc2c1	?
COc1ccc(-c2nc(C)nc3c2CCN(CC2CC2)CC3)cc1	-5%[176 µM]
Cc1nn(-c2ccccc2)c(C)c1[C@@H]1C=C[C@@H](NC(=O)CCCC(=O)O)C1	0%[176 µM]
Nc1nc(NCc2ccc(Cl)cc2Cl)cc(C2CC(O)C2)n1 (stereo unspecified)	-6%
O=C(CN1C(=O)NC2(CCS(=O)(=O)CC2)C1=O)Nc1cccc(C(F)(F)F)c1	11%
CNC(=O)[C@@H]1CN(C(=O)c2nn(C)c3ccccc23)C[C@H]1c1n[nH]c(C)n1	59%[activator]
CC1CCC2(CC1)NC(=O)N(CC(=O)NC(C)C)C2=O (stereo unspecified)	0%
Cc1nn(-c2ccc(C(F)(F)F)cc2)c(C)c1[C@@H]1C=C[C@@H](NC(=O)CC(C)(C)CC(=O)O)C1	1%
COCC(=O)NC[C@H]1O[C@@H](CO)[C@@H](O)[C@H]1N1CCC(C)CC1	?
Cc1cccc(-c2nc3cnccn3c2NCCC(=O)N(C)C)c1	?
O=C(c1ccccc1)N1CCCC(N2CCN(c3cccc(C(F)(F)F)c3)CC2)C1 (stereo unspecified)	5%
Cc1cnc(C2CC2)n1CCN	4%
O=C1NC(C(=O)N2CCCCC2)Cn2cccc21 (stereo unspecified)	34%
Cn1c(=O)[nH]cc(CC(=O)N2C[C@H](C3CC3)[C@@H](N)C2)c1=O	7%
Cc1cccc(CC(=O)N2CCN(c3cc(-c4cccs4)[nH]n3)CC2)c1	5%
CC(C)CCN1CCOc2cc([S+](=O)([O-])Nc3cccnc3)ccc2C1	-19%[176 µM]
O=C1NC2(CCN([S+](=O)([O-])c3cccc(C(F)(F)F)c3)C2)N=C1c1cccnc1 (stereo unspecified)	44%
FC(F)(F)c1ccccc1CN1CCC2(CC1)CC(c1ccccc1)=NO2	25%
CCCS(=O)(=O)N1CC[C@@H]2C(=O)NCCCCCCN(Cc3ccncc3)[C@@H]2C1	17%
O=C1CCN(Cc2ccc(C(F)(F)F)cc2)CCCC(c2nc(-c3cccnc3)no2)CCN1 (stereo unspecified)	?
O=C(CCc1ccccc1)NCC(=O)N1CCCCCNC(=O)CC1c1ccccc1 (stereo unspecified)	-1%
Cc1ccc(OCCC2CCN(C(=O)Cc3c[nH]c4ccccc34)C2)cc1 (stereo unspecified)	6%
COCc1noc([C@@H]2CC(F)(F)CN2C(=O)c2c(C)noc2C)n1	-2%
Cc1oc2c(c1C(=O)N1CCN(C3CCCC3)CC1)CN(Cc1cccc(F)c1)CC2	8.9µM*
O=c1[nH]c(N2CCOCC2)nc2c1CCN(Cc1cc(Cl)ccc1F)CC2	33%
COc1ccc(S(=O)(=O)N2CCC3(CCC(=O)N(CC4CC4)CC3)CC2)cc1	?
CCNC(=O)N(C1CC1)C1CCOC2(CCN(C(=O)c3nccc4ccccc34)CC2)C1 (stereo unspecified)	10%
CN(C)c1ccc(CNC2(Cc3cc(COc4ccccc4)on3)COC2)cc1	29%[176 µM]
Cc1ccccc1C1=NOC2CN(C(=O)COc3ccccc3)CC12 (stereo unspecified)	?
CC(Cc1cnccn1)Nc1ccc(-c2nc(-c3cccc(Cl)c3)no2)cn1 (stereo unspecified)	54%[activator]
CC(=O)N1CCN(C(=O)CCc2nc3ccc(F)cc3[nH]2)CC(O)C1 (stereo unspecified)	2%
CNC(=O)[C@@H](C1CC1)N1CCC[C@H]1C(=O)NC(C)(C)C	7%[176 µM]
COc1ccc(CNC(=O)NCC2Cn3cccc3C(=O)N2Cc2ccccc2)cc1 (stereo unspecified)	-3%
O=C(Nc1cccc(-c2nnc3n2CCCC3)c1)c1ccccc1	20%
Cc1nc2cc(N3CCC(C(=O)O)CC3)cnc2nc1C	9%
O=C1NCc2ccccc2CC12CCN(Cc1ccc(F)cc1)C2 (stereo unspecified)	?
CN1C(=O)Cc2cc(C(=O)NCc3cccnc3)ccc21	10%
C[C@@H](NC(=O)C1=C[C@@H](NC(=O)Nc2ccc(F)cc2F)[C@@H](O)[C@H](O)C1)C(N)=O	40%[activator][176 µM]
COc1cccc(-c2cc(C3CCN(C(=O)Nc4ccc(C)cc4C)CC3)[nH]n2)c1	20%
COCCn1ncc(N2CCC(C(=O)NCC(C)C)C2)cc1=O (stereo unspecified)	12%
O=C(CN1C(=O)NC2(CCCCC2)C1=O)NC1CCc2ccccc21 (stereo unspecified)	30%
O=C1Nc2ccccc2CC12CCN(Cc1ccc(Cl)cc1)CC2	?
CCc1ccc(CN2CCC3(Cc4ccccc4CNC3=O)C2)s1 (stereo unspecified)	?
CCN1C(=O)CCN(C(=O)c2c(C)noc2C)CC12CCOCC2	19%
O=C(C[C@@H]1C[C@H]2O[C@H](CNCc3ccccc3C(F)(F)F)[C@@H](O)[C@H]2O1)N1CCOCC1	-28%
COc1cccc(S(=O)(=O)N2CCC(N3C(=O)[C@H](OC)[C@@H]3c3ccncc3)CC2)c1	6%
O=C(c1cncc(Br)c1)N1CCC(CCOc2ccccc2F)C1 (stereo unspecified)	30%[activator]
Cn1ncc(N2CCC(CNC(=O)c3cccc(-c4ncc[nH]4)c3)C2)cc1=O (stereo unspecified)	14%
Cc1nc(C(=O)N2CC[C@H](NC(=O)c3cnccn3)C[C@H]2C(=O)N[C@@H](Cc2cccs2)C(N)=O)cs1	11%
Cc1ccc(CNC(=O)C2CCN(C(=O)c3cc4c(=O)[nH]c(C)cn4n3)CC2)cc1	18%

Continued:
SMILES	12-LOX inh
COCC1CN(C2CCC2)CC12CCN(C(=O)NCc1ccc(F)cc1)CC2 (stereo unspecified)	?
COc1ccc(CNC(=O)N2CCC(c3noc(-c4ccccn4)n3)C2)cc1 (stereo unspecified)	36%
CN(C)[C@@H]1CN(C(=O)c2cccc(C(F)(F)F)c2)C[C@H]1CO	32%[activator]
Cc1ccccc1CN1Cc2nc(N3CCCC3)ccc2OCC1=O	-6%[176 µM]
CCN1C(=O)Cc2ccccc2C1C(=O)NCc1ccc(Cl)cc1 (stereo unspecified)	-7%
COc1ccccc1C(=O)N1CCC(N2CCOC2=O)CC1	0%[6.33 µM]
COc1ccc(CN2CCc3oc(C)c(C(=O)N4CCN(c5ncccn5)CC4)c3C2)cc1	?
Cc1cc(C(F)(F)F)n(CC(C)CNC(=O)c2cn(CCN)nn2)n1 (stereo unspecified)	20%
COCCC1(NC(=O)C2CCC2)CCN(CC2CC2)CC1	71%[activator]
CSc1ccc(NC(=O)Nc2cccc(-c3ccc(N4CCOCC4)nn3)c2)cc1	7%
COc1ccc(-n2nc(C3CCN(Cc4ccccn4)CC3)[nH]c2=O)cc1	81%[activator]
COCCNC(=O)c1nc(-c2ccsc2)c2ccccn12	-2%[176 µM]
O=C(N[C@@H](Cc1cccnc1)C(=O)N1CCC[C@H]1C(=O)NC1CCCC1)c1cccs1	-3%
O=C(C1CC1)N(C1CCOCC1)C1CCN(S(=O)(=O)c2ccc(F)c(Cl)c2)CC1	14%
CN(CC(O)COc1ccccc1CN1CCCOCC1)C1CCCCC1 (stereo unspecified)	20%
c1ccc(-c2ccnc3nc(C4CC4)nn23)cc1	37%[activator]
Cc1ccc(-c2cc(N3CCC(CNC(=O)c4n[nH]c5c4CCCC5)CC3)n[nH]2)cc1	54%[activator]
Cc1ncc(S(C)(=O)=O)c(N2CC(N3CCCCC3C)C2)n1 (stereo unspecified)	8%
O=C(c1cc(F)ccc1Cl)N1CCC(n2cc(-c3nc(C4CC4)no3)nn2)C1 (stereo unspecified)	15%
CCOCCN1C(=O)COC[C@@H]1[C@H](O)c1ccc(NC(=O)c2ccccc2OC)cc1	-1%[176 µM]
Cc1ccc(NC(=O)N2Cc3[nH]cnc3C[C@H]2c2nc(-c3ccc(Cl)cc3)no2)cc1	17%[176 µM]
C=CCNC(=O)c1ccc(-c2nnc3ccc(NC(=O)C4CCC4)cn23)cc1	22%
O=C(c1cccnc1)N1C[C@@H]2OCC(=O)N(c3ccccc3)[C@@H]2C1	2%[176 µM]
COc1ccc(-c2cc(N3CCC(NC(=O)c4cc(OC)c(OC)c(OC)c4)C3)n[nH]2)cc1 (stereo unspecified)	3%
Cc1nc(-c2ccc(Cl)cc2)n(Cc2ccc(F)cc2)c(=O)c1CCO	?
Cc1cccc(NC(=O)CCC2CCN(C(=O)CCCc3cccs3)CC2)c1	-27%
CC#CCn1cc2c3c(cccc31)[C@H](CC(C)C)N[C@H](C(=O)NCCC)C2	1%[176 µM]
CC(=O)NCC(=O)N1Cc2ccccc2CC2(CCCN(CC3CCOCC3)C2)C1 (stereo unspecified)	4%[6.33 µM]
CC(C)c1ccc(S(=O)(=O)N(C)CC2CCOC2)cc1 (stereo unspecified)	?
COc1ccccc1C(=O)N[C@@H]1CN(c2ccccn2)C[C@H]1CN(C)C	-3%
Cn1cccc1C(=O)N1CC[C@H](NC(=O)NC2CCCCC2)[C@H]1C(=O)N1CCC[C@@H]1C(N)=O	8%
Cc1cc(C(F)(F)F)nn1CC(=O)N1CCC(c2noc(-c3ccccn3)n2)C1 (stereo unspecified)	11%
COc1ccccc1-c1ccnc(N[C@H]2CO[C@H]3[C@@H]2OC[C@@H]3NC(=O)N2CCOCC2)n1	49%
Cn1ccnc1CN1C(=O)CO[C@H]2CN(Cc3c[nH]c4ccccc34)C[C@H]21	13%[176 µM]
COCCn1c(=O)[nH]c2cccnc21	5%[176 µM]
COc1ccc(CCC(=O)N2CCC(c3n[nH]c(=O)n3-c3ccc(C)cc3)CC2)cc1	-1%
CCn1nccc1C(=O)N1CCCn2cc(-c3ccccc3F)nc21	9%
O=C(c1ccc(Cl)cc1)N1CCNc2cnc(Nc3ccccc3)nc2C1	-13%[176 µM]
C[S+](=O)([O-])N1CCc2nc(-c3ccc(Cl)cc3)nc(-c3ccccc3)c2C1	15%
Cn1c(=O)c2c(n(C)c1=O)n(C)c(=O)n2C	2%
CCCCN1C(=O)[C@@H]2C[C@@H](O)CN2C2(CN(Cc3ccc(OC)cc3)C2)C1=O	25%[176 µM]
Cc1ccc(C(=O)N2CC(N(Cc3cccnc3)CC(C)C)C2)s1	7%
COc1ccc(CC(=O)NC2CCN(c3cn[nH]c(=O)c3)CC2)cc1	24%
CCN1c2cc(C(=O)Nc3ccc(C(N)=O)cc3)ccc2C(=O)N2CCCCC21 (stereo unspecified)	-5%
c1ccc(N2CCN(c3cc4c(cn3)CN(Cc3ccncc3)CCN4)CC2)nc1	37%[activator][176 µM]
Cc1ccc([S+](=O)([O-])N2CCCC(c3nn(-c4ccc(Cl)cc4)c(=O)[nH]3)C2)cc1 (stereo unspecified)	?
O=S(=O)(N[C@H]1CO[C@H]2[C@@H]1OC[C@@H]2n1nnnc1Oc1cccc(N2CCOCC2)c1)c1cccs1	20%
CNc1nccc(N2CCC(CC(=O)NCc3ccccn3)CC2)n1	93%[activator]
CC(C)CCNC(=O)CC1Sc2ncccc2N(C)C1=O (stereo unspecified)	-5%
CCCCOc1c(C(=O)c2c(F)cc(C)cc2F)cnc2n[nH]cc12	-1%[57.4 µM]
CSC1=Nc2ccccc2N=C(N2CCCC2)C1	6%
COc1cccc(CC(=O)NC2CCN(c3cc(-c4ccc(F)cc4)[nH]n3)C2)c1 (stereo unspecified)	42%[activator]

Filtered by structure: those above with a Cl atom.
SMILES	12-LOX inh
O=C(C[C@@H]1C[C@H]2O[C@H](CNCc3ccccc3Cl)[C@@H](O)[C@H]2O1)N1CCC(F)(F)C1	9%[176 µM]
Nc1nc(NCc2ccc(Cl)cc2Cl)cc(C2CC(O)C2)n1 (stereo unspecified)	-6%
O=c1[nH]c(N2CCOCC2)nc2c1CCN(Cc1cc(Cl)ccc1F)CC2	33%
CC(Cc1cnccn1)Nc1ccc(-c2nc(-c3cccc(Cl)c3)no2)cn1 (stereo unspecified)	54%[activator]
O=C1Nc2ccccc2CC12CCN(Cc1ccc(Cl)cc1)CC2	?
CCN1C(=O)Cc2ccccc2C1C(=O)NCc1ccc(Cl)cc1 (stereo unspecified)	-7%
O=C(C1CC1)N(C1CCOCC1)C1CCN(S(=O)(=O)c2ccc(F)c(Cl)c2)CC1	14%
O=C(c1cc(F)ccc1Cl)N1CCC(n2cc(-c3nc(C4CC4)no3)nn2)C1 (stereo unspecified)	15%
Cc1ccc(NC(=O)N2Cc3[nH]cnc3C[C@H]2c2nc(-c3ccc(Cl)cc3)no2)cc1	17%[176 µM]
Cc1nc(-c2ccc(Cl)cc2)n(Cc2ccc(F)cc2)c(=O)c1CCO	?
O=C(c1ccc(Cl)cc1)N1CCNc2cnc(Nc3ccccc3)nc2C1	-13%[176 µM]
C[S+](=O)([O-])N1CCc2nc(-c3ccc(Cl)cc3)nc(-c3ccccc3)c2C1	15%
Cc1ccc([S+](=O)([O-])N2CCCC(c3nn(-c4ccc(Cl)cc4)c(=O)[nH]3)C2)cc1 (stereo unspecified)	?

Screens (PubChem)

The list is partial; the hit share may differ from the screen's.
